# FAS TE block – FAS thioesterase (human) inhibition. AID 602261. recombinant FAS-TE, OMFH fluorogenic substrate, fluorescence endpoint. inhibition, % at 15 µM. 360,000 compounds, 0.67% hits;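 active = compounds whose normalised, plate-corrected inhibition of enzyme fluorescence in the single-dose primary screen is 50% or more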;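 also: 0% = DMSO with enzyme and 100% = substrate without enzyme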
# Tb MetRS inh – Trypanosoma brucei MetRS inhibition; purified T. brucei MetRS, ATP depletion, Kinase-Glo luminescence; inhibition, % at 11.9 µM; 360,000 compounds, 0.4% hits;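 active = inhibition above a per-plate cutoff of the control wells' mean inhibition plus 3 SD, cut at about 5.5% in these data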;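 also: 0% = DMSO wells median and 100% = median of wells with control inhibitor compound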
#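 assay system = parasite MetRS enzyme | timing = 15 min preincubation, 2 h reaction, all 25 °C | evaluation = percent inhibition relative to median high and low control wells | medium = HEPES buffer containing pyrophosphatase, BSA, spermine, DTT | compound = single dose, 11.9 µM final nominal, 0.9% final DMSO | detection = Kinase-Glo luminescence, ATP depletion format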
# SKN-1 inh – inhibitors of C. elegans SKN-1. 360,000 compounds, 0.49% hits. inhibition, % at 21.8 µM. C. elegans VP596 Pgst-4::GFP/RFP ratio, acrylamide-induced, 24 h. AID 624304;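 active = interference check ratio from 0.5 to 1.5 plus GFP to RFP signal ratio inhibition reaching or exceeding a fixed threshold, cut at about 30% in these data, passing the limit was not always enough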; also: some compounds called inactive have numbers as strong as hits
# MsrA inhibitor – inhibitors of bovine MsrA. purified bovine MsrA, absorbance read-out. inhibition, % at 15.5 µM. 360,000 compounds, 0.75% hits; in the data active = inhibition above about 4.5%;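 also: 0% = vehicle wells with enzyme and 100% = reference inhibitor wells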
# eLon inh – inhibits E. coli Lon protease. purified E. coli Lon protease, fluorescence polarization. 360,000 compounds, 0.42% hits. AID 602123. inhibition, % at 7.94 µM; in the data active = inhibition above about 13%, passing the limit was not always enough;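 also: 0% = enzyme with probe and DMSO and 100% = no enzyme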
# Target sequence (P0A9M0 whole entry, looked up): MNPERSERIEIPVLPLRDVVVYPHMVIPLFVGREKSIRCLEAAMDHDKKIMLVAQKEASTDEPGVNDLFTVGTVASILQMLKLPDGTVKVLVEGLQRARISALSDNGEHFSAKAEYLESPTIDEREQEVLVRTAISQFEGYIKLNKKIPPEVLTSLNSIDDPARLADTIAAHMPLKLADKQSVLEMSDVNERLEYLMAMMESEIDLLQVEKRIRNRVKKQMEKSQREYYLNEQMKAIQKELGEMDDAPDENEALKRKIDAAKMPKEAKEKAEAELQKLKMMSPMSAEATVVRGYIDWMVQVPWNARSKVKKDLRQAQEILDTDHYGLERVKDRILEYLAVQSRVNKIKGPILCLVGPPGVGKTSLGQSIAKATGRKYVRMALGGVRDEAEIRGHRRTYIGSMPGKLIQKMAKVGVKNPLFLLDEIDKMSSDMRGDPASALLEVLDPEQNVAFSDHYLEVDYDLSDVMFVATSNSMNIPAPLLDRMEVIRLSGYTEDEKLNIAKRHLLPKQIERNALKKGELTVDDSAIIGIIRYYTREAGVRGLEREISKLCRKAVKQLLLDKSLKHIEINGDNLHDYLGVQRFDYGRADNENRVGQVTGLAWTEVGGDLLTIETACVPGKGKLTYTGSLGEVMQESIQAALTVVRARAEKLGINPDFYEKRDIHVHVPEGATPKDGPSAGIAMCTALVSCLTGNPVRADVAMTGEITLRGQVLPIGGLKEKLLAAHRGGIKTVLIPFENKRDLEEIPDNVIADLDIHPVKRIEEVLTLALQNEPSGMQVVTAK
# MT1-MMP act inh – inhibitors of human MT1-MMP activation; P50281; HT1080 RFP-PRO-GFP cells, GFP/RFP ratio fluorescence, overnight; percent of plate control window, DMSO zero; GFP/RFP ratio change, % at 20 µM; 360,000 compounds, 0.061% hits;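 active = GFP/RFP ratio change of at least 30% with cell ATP level not reduced by more than half and red fluorescence within 50% of control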; also: strong numbers were not always called active
#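 Material: RFP-PRO-GFP reporter HT1080 cells. Dosing: single-point 20 µM compound, 1% DMSO. Controls: DMSO and RFP-L50D-GFP cell wells. Timing: cells overnight before dosing, compound overnight, 37 °C, 5% CO2. Measure: GFP/RFP fluorescence ratio.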
# PABP1 MLLE inh – blocks PAM2 peptide binding to the PABP1 MLLE domain. P11940. GST-MLLE / FITC-PAM2 fluorescence polarization. inhibition, % at 20 µM. 360,000 compounds, 0.36% hits; in the data active = inhibition above about 35%, passing the limit was not always enough;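 also: plate controls were DMSO wells with GST-MLLE for no effect and wells lacking GST-MLLE protein for full effect; some results filed as inactive read as strong as hits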
# NRP1-CendR mod – alters CendR peptide binding to human NRP-1 | FAM-RPARPAR peptide binding to NRP-1, fluorescence polarization | O14786 | inhibition, % at 25 µM | 360,000 compounds, 0.85% hits | AID 602438;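 active = inhibition or corrected inhibition above about 18%, plus a signal ratio from 0.5 to 1.5, limit read from the data, passing the limit was not always enough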; also: strong numbers were not always called active
# MsrA act – activates bovine MsrA enzyme | purified bovine MsrA, absorbance read-out | activation, % at 10.6 µM | AID 602163 | 360,000 compounds, 0.3% hits; in the data active = activation above about 7.5%;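 also: 0% = vehicle and 100% = reference activator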
# Active calls of the source: *; x = no result given.
SMILES,FAS TE block,Tb MetRS inh,SKN-1 inh,MsrA inhibitor,eLon inh,MT1-MMP act inh,PABP1 MLLE inh,NRP1-CendR mod,MsrA act
COc1ccc(C(C(=O)NCC2CCCO2)N(C(=O)CNC(=O)c2ccco2)c2cc(C)ccc2C)cc1OC (stereo not given),-0.3,-0.3,13.1,-0.7,-0.1,0.4,17.7,-0.1,-0.3
Nc1ncnc2c1ncn2[C@@H]1O[C@H](C(=O)NCc2ccc3c(c2)OCO3)[C@@H](O)[C@H]1O,-6.3,-0.1,16.3,-1.1,-0.6,1.9,0.6,8.2,-2.0
COc1cccc(Nc2nc(-c3ccc4c(c3)OCCO4)cs2)c1,6.5,-0.5,8.9,-0.1,8.9,-2.5,13.7,-3.1,-5.3
O=C1N=c2ccccc2=C1c1c(O)n(-c2cccc(F)c2)[nH]c1=O,-6.1,-0.8,5.5,0.7,-3.6,-8.0,37.8*,-0.8,0.9
O=S(=O)(NC1CCCCC1N1CCN(c2ccc(F)cc2)CC1)c1ccc(Cl)cc1 (stereo not given),33.0,-0.8,4.2,x,1.1,-2.4,16.1,-1.8,-7.6
Cc1cc(=O)oc2cc(OCC(=O)N(C)C3CCS(=O)(=O)C3)c(Cl)cc12 (stereo not given),-2.9,-0.4,10.0,0.5,-13.4,4.9,-8.1,10.5,-0.9
O=C(COC(=O)CCc1nc2ccccc2c(=O)[nH]1)NCc1ccc(F)cc1,-4.7,0.0,0.0,0.8,-0.4,0.3,-29.7,-12.1,-3.5
CCCN(C)C[C@@H]1Oc2ncc(Br)cc2C(=O)N([C@@H](C)CO)C[C@H]1C,-9.0,-0.2,-1.7,0.3,-0.2,2.6,-3.4,-11.8,-6.0
COc1ccccc1/C=C/c1nc2ccc(OC(C)=O)cc2c(=O)o1,-0.2,-0.2,28.9,-0.1,-4.2,-0.5,-8.4,11.1,1.4
CCOc1ccc(CCNC(=O)CN2CCN(Cc3ccc(F)cc3)C2=O)cc1OCC,-3.3,-0.5,11.8,-0.3,0.6,0.6,-5.6,-1.0,-4.5
C=CCN(c1ccccc1)S(=O)(=O)c1cc(C(=O)NC2=NCCS2)ccc1Cl,4.2,-0.7,3.5,-0.4,5.3,1.7,4.6,9.4,-3.1
CCOC(=O)N1CCC(NS(=O)(=O)c2cc(Br)cc3c2N(C(=O)CC)CC3)CC1,-1.3,0.1,32.1,0.4,2.6,3.7,-8.5,-4.9,1.0
Cc1nc2ccc(S(=O)(=O)NC(C(=O)NCc3cccs3)C(C)C)cc2s1 (stereo not given),-6.1,-0.6,-2.4,-0.7,4.0,-0.7,-3.8,-5.6,0.3
CS(=O)(=O)Nc1ccc(-c2cccc3nccn23)cc1,-13.2,-0.2,15.6,0.3,-12.7,2.1,6.3,4.0,-0.9
CS(=O)(=O)N(CC(=O)Nc1ccc(Br)cc1)C1CCCCC1,10.4,4.5,1.0,-0.8,3.5,-4.6,-4.6,2.2,-1.6
CCOC(=O)[C@@H]1CSCCS(=O)(=O)N1,-10.8,-0.3,10.8,1.0,-5.1,0.1,11.6,-4.2,-1.9
CN(C)CCc1cc2c(c3c1ccc1ccccc13)OCO2,-1.8,-1.1,-7.1,2.0,2.5,-0.9,11.3,3.6,-9.1
Cc1ccc(-n2c(SCC(=O)OC(C)C)nnc2-c2cnccn2)cc1,-6.5,-0.1,-25.8,-0.9,-7.0,-2.3,5.3,-13.9,-5.1
O=C(CSc1nncn1-c1ccccc1)Nc1ccccc1,-6.5,-0.5,-19.8,-0.6,13.1,-0.6,1.1,-1.2,-1.3
COc1ccc(C2CC(C(F)(F)F)n3ncc(C(=O)Nc4cccc(O)c4)c3N2)cc1OC (stereo not given),5.9,0.9,6.0,-0.8,-10.5,3.8,-0.5,-7.2,-2.7
O=C(CSc1nc2c(sc3ccccc32)c(=O)n1CCCN1CCOCC1)NCC1CCCO1 (stereo not given),-2.4,-0.3,5.0,1.6,-5.9,4.5,-5.0,-5.9,-2.4
O=c1c2ccccc2nc2n1CCO2,-5.3,-1.1,-8.1,0.1,-2.3,0.1,4.0,-1.6,-6.1
COc1cc(NC(=O)c2ccc(CNc3c(N4CCOCC4)c(=O)c3=O)cc2)cc(OC)c1,-3.1,-0.3,6.5,0.2,10.2,1.7,-7.0,-10.0,-1.9
O=C1c2ccccc2S(=O)(=O)c2cc(C(=O)N(c3ccccn3)c3ccccn3)ccc21,-12.4,0.1,-7.7,-1.1,-5.5,1.4,-4.9,7.7,8.0*
O=C(NCc1cccs1)C(=O)NCC1OCCCN1S(=O)(=O)c1ccc(F)cc1 (stereo not given),-13.6,-0.2,-0.7,-0.5,0.8,0.8,4.7,-8.0,-2.6
COc1ccc(C(=O)NCc2nnc(SCC(=O)c3ccccc3)n2C)cc1,-3.3,0.0,12.2,-1.2,3.0,1.5,-23.3,-9.1,-1.4
Cc1cc(C)n(-c2nc3ccccc3[nH]c2=O)n1,-7.7,-0.6,27.1,3.7,-66.2,-3.3,0.8,0.6,-0.7
CCOC(=O)c1cccc(NS(=O)(=O)Cc2ccccc2)c1,2.5,0.1,15.8,-1.1,-0.3,0.1,-4.5,1.7,0.1
CCCNC(=O)Nc1ccccc1SC,-10.7,-0.4,-10.7,-0.7,-4.8,-1.0,33.1,5.4,-5.4
NS(=O)(=O)c1ccc(N/N=C/c2ccc(O)c(O)c2O)c([N+](=O)[O-])c1,5.3,1.8,3.8,2.2,21.1*,5.8,42.4*,21.0,-8.5
Cc1cc(NC(=O)CSc2nnc(-c3ccccc3Cl)o2)no1,-1.5,-0.2,-2.3,-0.1,2.2,2.8,15.6,9.9,-1.2
COC(=O)c1cc(=O)n(Cc2ccc(F)cc2)c(=Nc2ccccc2)s1,2.2,-0.9,-5.6,3.4,-0.6,-1.0,4.9,10.1,-7.8
Oc1ccc(Cl)cc1-c1cc(-c2cccc(Br)c2)n[nH]1,21.2,0.2,-9.9,-0.1,0.6,3.5,-5.4,-15.8,-2.6
O=C(O)CCN1C(=O)/C(=C/c2ccc(-c3nc4ccccc4s3)o2)SC1=S,11.4,0.1,19.7,1.4,-8.2,-3.7,-92.4,-135.4,1.1
CC(=O)NC(Cc1cccc(F)c1)C(=O)NC1CCN(C(=O)c2cccc(C)c2)CC1 (stereo not given),-7.2,0.1,-4.6,1.1,4.4,-0.8,0.8,-8.7,-2.6
CCn1c(SCC(=O)Nc2ccc3c(c2)OCCO3)nc2c(c1=O)SC(C)C2 (stereo not given),-3.0,-0.8,16.9,1.1,-5.1,2.6,-3.1,6.0,-11.9
S=c1[nH]nc(-c2cc(-c3ccccc3)n[nH]2)n1/N=C/c1c(Cl)cccc1Cl,15.8,1.4,4.0,1.3,-2.8,-1.7,-110.7,-1.0,-0.2
CCNC(=O)C(=O)Nc1ccc(OC)c(Cl)c1,-4.5,-0.9,0.4,-0.9,-6.8,3.5,7.3,6.9,-0.7
COc1ccc(Nc2oc(COc3ccc(OC)cc3)nc2C#N)cc1,19.3,0.4,-23.2,-0.3,3.5,-3.6,10.6,-12.8,0.3
CCCNC(=O)C1(C)CCN(Cc2ccc(Cl)c(Cl)c2)C1 (stereo not given),4.4,-0.3,9.0,0.6,6.5,-2.3,11.0,-6.5,-2.6
CCOC(=O)Cn1c(=NC(=O)c2cccs2)sc2cc(C(=O)OC)ccc21,-7.9,0.3,7.7,0.1,-0.7,3.5,-7.2,-9.0,-3.1
NC(=O)COC(=O)C12CC3CC(CC(O)(C3)C1)C2,-0.5,-0.4,1.5,0.0,-6.3,0.4,-10.7,2.4,-2.1
COC(OC)c1ccc(C#N)c(SCc2ccccc2)n1,27.5,-0.8,-9.7,-0.7,6.6,-1.4,-0.8,13.9,-3.1
Cn1nccc1NC(=O)NC(=O)c1c(Cl)cccc1Cl,-6.0,0.2,2.0,-1.1,2.0,-3.0,-7.7,12.4,-4.9
COc1cccc(-c2cc3nc4c(c(N5CCC6(CC5)OCCO6)n3n2)CCC4)c1,54.6*,0.3,7.9,1.8,3.1,-5.9,9.6,4.2,-1.1
CCOc1ccc(CN2CCN(S(=O)(=O)c3ccc(NC(C)=O)cc3)CC2)cc1OC,-8.4,-1.8,-3.1,-0.3,1.3,x,0.2,-10.2,-12.2
O=C(CC1NCCc2ccccc21)Nc1cccc(Cl)c1 (stereo not given),-0.3,0.8,15.0,-0.2,-2.6,4.9,6.5,8.4,-1.0
CCN(CC)CCNc1nc2nonc2nc1NCCN(CC)CC,-3.9,0.6,-1.3,1.2,1.1,-1.1,3.6,-8.4,-3.4

# Among those listed so far, four contain bromine.
SMILES,FAS TE block,Tb MetRS inh,SKN-1 inh,MsrA inhibitor,eLon inh,MT1-MMP act inh,PABP1 MLLE inh,NRP1-CendR mod,MsrA act
CCCN(C)C[C@@H]1Oc2ncc(Br)cc2C(=O)N([C@@H](C)CO)C[C@H]1C,-9.0,-0.2,-1.7,0.3,-0.2,2.6,-3.4,-11.8,-6.0
CCOC(=O)N1CCC(NS(=O)(=O)c2cc(Br)cc3c2N(C(=O)CC)CC3)CC1,-1.3,0.1,32.1,0.4,2.6,3.7,-8.5,-4.9,1.0
CS(=O)(=O)N(CC(=O)Nc1ccc(Br)cc1)C1CCCCC1,10.4,4.5,1.0,-0.8,3.5,-4.6,-4.6,2.2,-1.6
Oc1ccc(Cl)cc1-c1cc(-c2cccc(Br)c2)n[nH]1,21.2,0.2,-9.9,-0.1,0.6,3.5,-5.4,-15.8,-2.6

# Continuation:
SMILES,FAS TE block,Tb MetRS inh,SKN-1 inh,MsrA inhibitor,eLon inh,MT1-MMP act inh,PABP1 MLLE inh,NRP1-CendR mod,MsrA act
Cc1ccc2oc(=O)c3cnn(CC(=O)N4CCc5ccccc5C4)c3c2c1,39.9,-0.4,13.8,0.3,-7.1,0.4,-11.1,6.0,-7.2
CC1CCc2sc(C(=O)N/N=C/C3CCCCC3)cc2C1 (stereo not given),7.7,-0.3,15.3,1.4,0.0,0.5,1.9,-10.6,-3.5
Cc1ccccc1CCN(C(=O)c1csnn1)C(C(=O)NC1CCCC1)c1ccncc1 (stereo not given),0.6,-1.2,8.9,1.3,3.3,-5.1,4.1,7.9,-5.8
O=c1[nH]c2cccc(Cl)c2c2ccccc12,-2.8,0.0,11.1,-0.4,-14.5,1.5,1.6,0.1,0.8
COc1cccc(N(C(=O)c2snc(C(N)=O)c2N)C(C(=O)NCC2CCCO2)c2cccs2)c1 (stereo not given),0.9,-0.8,-3.8,0.5,7.0,-0.5,11.2,12.9,-1.4
C=CCNC(=O)NC(=O)COC(=O)c1nc2nccc(C)n2n1,-5.0,0.9,-0.2,-0.8,-7.7,3.7,7.9,13.4,-1.6
CCOC(=O)C1(C)CCN1C(=O)c1cccc(C(F)(F)F)c1 (stereo not given),3.0,0.2,6.8,0.0,-1.4,7.8,7.0,-2.5,0.5
Cc1ccc(S(=O)(=O)NC(C(=O)Oc2ccc3c(C(F)(F)F)cc(=O)oc3c2)c2ccccc2)cc1 (stereo not given),-13.4,0.2,4.4,2.2,-1.6,0.0,-1.9,6.4,-2.5
CCOC(=O)C1CCN(c2c(N3CCN(Cc4ccccc4)CC3)c(=O)c2=O)CC1,-9.1,0.2,-13.3,2.5,-13.2,-1.4,1.0,-7.4,-5.8

# Screening data as filed in PubChem.

# This is a random part of the collection, and some 4% of all compounds hit somewhere here.
